# Source: PubChem (several laboratories)
# LANA DNA inh = inhibitors of KSHV C-LANA binding to DNA, primary screen, biochemical, fluorescence polarization, FAM-LBS DNA, MBP-C-LANA, single point; Kaposi's sarcoma herpesvirus LANA C-terminal domain (residues 932-1162) DNA binding; inhibition, % at 9 µM; hit rate 0.078% among 340,000; AID 504423, 2011;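 active = highest replicate inhibition at or above 60% at 9 µM, even if other replicates fall short; inactive = all replicates below 60% inhibition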;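 also: 0% = neutral control wells and 100% = 4 µM acridine orange control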
# V-ATPase pH = regulators of yeast V-ATPase proton pumping, primary screen, pHLuorin cytosolic pH fluorescence | S. cerevisiae | response, % at 10 µM | hit rate 0.37% among 350,000 | AID 504577, 2011; in the data active = response mostly above about 7.3%, no sharp cut-off; inactive = mostly below about 5.4%; also: actives read high; inactives centre near 0; some compounds called inactive have numbers as strong as hits; reference of the scale not given here
# OPRM1-OPRD1 ag = agonists of OPRM1-OPRD1 heterodimerization, primary screen, cell-based, luminescence; Mu-type opioid receptor (Homo sapiens) + Delta-type opioid receptor (Homo sapiens), …; activation, % at 9.3 µM; cells; AID 504326, 2011; hit rate 0.3% among 340,000; in the data active = activation above about 18%;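 also: 0% = vehicle-treated cells and 100% = reference agonist; values of inactives mirror those of a sister screen read the other way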
# Target sequence (P35372 whole entry, looked up): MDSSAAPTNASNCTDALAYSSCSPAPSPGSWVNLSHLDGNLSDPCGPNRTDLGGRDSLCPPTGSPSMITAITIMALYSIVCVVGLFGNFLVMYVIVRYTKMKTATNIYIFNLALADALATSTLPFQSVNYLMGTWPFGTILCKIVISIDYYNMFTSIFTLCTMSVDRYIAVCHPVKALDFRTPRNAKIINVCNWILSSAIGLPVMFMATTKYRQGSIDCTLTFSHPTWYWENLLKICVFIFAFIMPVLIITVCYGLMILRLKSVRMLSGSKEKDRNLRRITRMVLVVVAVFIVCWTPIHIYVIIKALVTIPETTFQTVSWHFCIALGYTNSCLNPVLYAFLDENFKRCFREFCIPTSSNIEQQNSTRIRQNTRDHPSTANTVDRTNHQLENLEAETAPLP
# Target sequence (P41143 whole entry, looked up): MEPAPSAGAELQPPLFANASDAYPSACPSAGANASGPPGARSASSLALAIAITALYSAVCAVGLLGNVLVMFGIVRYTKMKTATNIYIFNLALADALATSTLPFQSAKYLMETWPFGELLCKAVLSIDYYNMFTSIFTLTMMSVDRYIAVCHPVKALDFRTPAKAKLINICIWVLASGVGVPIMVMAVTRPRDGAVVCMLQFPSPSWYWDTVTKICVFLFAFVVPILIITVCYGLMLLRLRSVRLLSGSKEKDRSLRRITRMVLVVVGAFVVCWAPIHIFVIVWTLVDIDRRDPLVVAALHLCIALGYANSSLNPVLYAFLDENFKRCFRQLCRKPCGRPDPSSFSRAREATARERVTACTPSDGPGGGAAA
# RTF Ca sens inh = cardiac RTF calcium sensitivity inhibitors, primary screen, biochemical, IANBD-TnC fluorescence, EC70 calcium; Troponin I, cardiac muscle (Homo sapiens) + Troponin T, cardiac muscle (Homo sapiens) + …; IANBD-labeled cardiac RTF, Ca2+ fluorescence; inhibition, % at 7.15 µM; hit rate 0.12% among 340,000;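 active = inhibition above the mean inhibition of all tested compounds plus 3 SD, cut at about 17% in these data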;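 also: assay run at fixed EC70 calcium of 1.6 mM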
# Keap1 Nrf2 FP = Keap1-Nrf2 protein-protein interaction inhibitors, primary screen, biochemical, fluorescence polarization, single point. Kelch-like ECH-associated protein 1 (Homo sapiens), Q14145. Keap1 Kelch-Nrf2 peptide fluorescence polarization, 1536-well. inhibition, % at 9.4 µM. hit rate 0.15% among 340,000. AID 504523, 2011; in the data active = inhibition above about 12%;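 also: human Keap1 Kelch domain with fluorescein labeled Nrf2 9mer peptide probe; 0% = neutral control wells and 100% = peptide positive control; higher means more block of Keap1 binding to Nrf2 peptide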
# Arrestin-AP2 inh = inhibitors of beta-arrestin/AP2 binding, primary screen, biochemical, GPCR trafficking, flow cytometry | AID 504490, 2011 | beta-arrestin 1 C-terminal peptide binding to AP2 beta2-adaptin appendage (human) | FITC-arrestin peptide / GST-AP2 beads; AP2 beta2 appendage carries R879A mutation | hit rate 0.31% among 340,000 | inhibition, % at 10 µM;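 active = inhibition above a set limit, near 3 SD of compounds lacking own fluorescence, cut at about 54% in these data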;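 also: plate controls were DMSO wells for no effect and 5 µM unlabelled arrestin peptide for full effect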
#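 System: GST-tagged AP2 beta2-adaptin appendage (R879A) on 4 µm glutathione beads / Reagent: FITC-arrestin peptide, 50 nM / Detection: HyperCyt-sampled flow cytometry, FL1 channel, ex 488/em 535 nm / Timing: 12 min plus 1 h, RT / Buffer or medium: PBS plus Tween 20 (0.05%) and BSA (0.1%)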
# Wnt bcat act = Wnt/beta-catenin pathway activators, primary screen, cell-based, plate reader, single point; AID 743398, 2014; hit rate 1.2% among 300,000; Wnt/beta-catenin reporter cell assay, activator; activation, % at 9.35 µM; in the data active = activation above about 30%, passing the limit was not always enough;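 also: 0% = neutral control wells and 100% = positive control wells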
# MOR-DOR inv ag = inverse agonists of MOR-DOR heterodimerization, primary screen, cell-based, luminescence | inhibition, % at 9.3 µM | cell-based MOR-DOR heterodimer luminescence, inverse agonism | Mu-type opioid receptor (Homo sapiens) + Delta-type opioid receptor (Homo sapiens), … | hit rate 0.21% among 340,000; in the data active = inhibition above about 22%, passing the limit was not always enough;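 also: 0% = cells with DMSO and 100% = wells without cells with DMSO; values of inactives mirror those of a sister screen read the other way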
# RTF Ca sens act = cardiac RTF calcium sensitivity activators, primary screen, biochemical, IANBD-TnC fluorescence, EC20 calcium; Troponin I, cardiac muscle (Homo sapiens) + Troponin T, cardiac muscle (Homo sapiens) + …; IANBD-labeled TnC RTF fluorescence at EC20 calcium; 0% EC20 calcium, 100% full calcium; activation, % at 7.2 µM; hit rate 0.24% among 340,000;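 active = activation above the mean over all tested compounds plus 3 SD, cut at about 30% in these data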;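 also: rise in fluorescence read as greater calcium sensitivity of cardiac thin filaments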
# DSG3 Ab inh = inhibitors of pemphigus antibody binding to DSG3, primary screen, biochemical, bead-based, flow cytometry, scFv-GFP; hit rate 0.48% among 310,000; AID 588358, 2011; Desmoglein-3 (Homo sapiens), P32926; DSG3-coupled beads, scFv-anti-DSG3-GFP binding; hits give low values; binding (percent of control), % at 10 µM;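 active = binding more than 3 SD below its plate's average and above zero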;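 also: hits lower antibody fragment binding to DSG3; some compounds called inactive have numbers as strong as hits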
# An asterisk follows results filed as active; nt = not tested or not shown.
SMILES,LANA DNA inh,V-ATPase pH,OPRM1-OPRD1 ag,RTF Ca sens inh,Keap1 Nrf2 FP,Arrestin-AP2 inh,Wnt bcat act,MOR-DOR inv ag,RTF Ca sens act,DSG3 Ab inh
COC(=O)CC1C(=O)NCCN1C(=S)Nc1cccc(C)c1 (centres undefined),-0.2,0,-0.3,-7,-1,12,-1,2,3,120
Cn1c(=O)c(=O)n(C)c2cc(N3CCOCC3)c(NS(=O)(=O)c3ccc(F)c(Cl)c3)cc21,0.0,0,-2.1,2,-8,9,1,11,2,106
CC(C)CNc1oc(-c2ccccc2Cl)nc1C#N,-0.8,1,0.5,-5,-4,5,1,-3,-4,90
Cc1csc(NC(=O)CCNS(=O)(=O)c2ccc3c(c2)c(=O)n(C)c(=O)n3C)n1,-0.9,5,-1.1,-6,4,-7,nt,6,10,98
CC(=O)Nc1ccc(OC(=O)C(CCS(C)(=O)=O)N2C(=O)c3ccccc3C2=O)cc1 (centres undefined),-1.5,0,-1.3,-9,-7,-1,nt,7,7,108
Cc1ccc2cc(/C=N/NC(=O)CN3CCOCC3)c(Cl)nc2c1,-0.9,2,-1.4,0,3,7,nt,8,-1,98
Cc1c(C(=O)N2CCN(S(=O)(=O)c3cc(F)ccc3F)CC2)oc2ccccc12,0.0,11,-1.2,-7,-6,6,-1,5,-4,nt
CCN(CC)c1ccc(/C=N/NC(=O)c2ccccn2)cc1,-1.5,1,-1.3,-5,-1,-20,25,7,1,114
COc1ccccc1N1CCN(CC(O)COc2ccc(C)c(C)c2)CC1 (centres undefined),0.5,-1,0.8,-3,-2,35,-1,-4,-1,116
O=C(O)CCCC(=O)Nc1cccc(-c2nc3ccccc3[nH]2)c1,6.0,-5,-1.7,-4,4,34,nt,8,3,93
COC(=O)c1c(NC(=O)C2C3CCC(C3)C2C(=O)O)sc2c1CCCCC2 (centres undefined),-2.5,-2,-1.9,-2,-1,22,2,10,1,99
N#C/C(=C\c1ccccc1)C(=O)Nc1ccccn1,2.5,-1,-0.6,-3,3,7,0,3,-2,107
CS(=O)(=O)N1CCC(C(=O)N2CCC(Cc3ccccc3)CC2)CC1,-2.4,-3,0.3,-9,-3,9,nt,-2,-1,85
COc1ccc(-c2cc(C)no2)cc1S(=O)(=O)N(C)c1ccc(C)cc1,0.7,7,1.7,-14,-5,8,-2,-9,1,104
CCc1ccc2c(c1)C(c1ccc([N+](=O)[O-])cc1)=NNC(c1ccc(F)cc1)=N2,-1.4,1,10,-4,-4,-2,16,-50,1,98
CCS(=O)(=O)c1ccc(N=Nc2ccc(O)c3ncccc23)c(OC)c1,2.4,-4,-0.9,2,4,-10,-1,5,-1,99
NS(=O)(=O)c1ccc(NC(=S)NC(=O)c2cccnc2)cc1,0.4,1,nt,nt,2,2,-1,nt,nt,96
Oc1cc(Cc2ccccc2)cnc1CN1CCOCC1,-0.7,-2,-1.3,5,-6,18,nt,6,-5,95
CC(=O)Nc1ccc(S(=O)(=O)NCC(C)NS(=O)(=O)c2ccc(NC(C)=O)cc2)cc1 (centres undefined),2.8,-1,-1.2,4,-2,-4,2,6,7,95
O=C(NCCCl)Nc1cc([N+](=O)[O-])ccc1Cl,-0.3,0,0.0,-2,-3,1,-9,0,-2,108
O=S(=O)(c1ccc(Cl)cc1)N1CCCN(c2nc3ccc(Cl)cc3s2)CC1,-0.1,-2,-2.8,-3,-2,2,-3,14,2,nt
Cc1nc2c(C)cccn2c(=O)c1NC(=O)c1ccc(Br)o1,-0.1,2,-0.4,-6,-7,-2,-2,3,2,100
CN1CCN(C(=O)c2cc3nc(-c4ccco4)cc(C(F)(F)F)n3n2)CC1,0.2,0,0.4,-6,1,46,0,-2,-2,122
Cc1ccc(C)c(NC(=O)CN(C)C(=O)c2cc(C3CC3)nn2-c2ccccc2)c1,-0.7,-3,-0.6,-5,-1,-3,1,2,2,102

# In a second layout: results already given
# Every second line gives: LANA DNA inh	V-ATPase pH	OPRM1-OPRD1 ag	RTF Ca sens inh	Keap1 Nrf2 FP	Arrestin-AP2 inh	Wnt bcat act	MOR-DOR inv ag	RTF Ca sens act	DSG3 Ab inh
COc1ccc(-c2cc(C)no2)cc1S(=O)(=O)N(C)c1ccc(C)cc1
    0.7	7	1.7	-14	-5	8	-2	-9	1	104
CCc1ccc2c(c1)C(c1ccc([N+](=O)[O-])cc1)=NNC(c1ccc(F)cc1)=N2
    -1.4	1	10	-4	-4	-2	16	-50	1	98
CCS(=O)(=O)c1ccc(N=Nc2ccc(O)c3ncccc23)c(OC)c1
    2.4	-4	-0.9	2	4	-10	-1	5	-1	99
NS(=O)(=O)c1ccc(NC(=S)NC(=O)c2cccnc2)cc1
    0.4	1	nt	nt	2	2	-1	nt	nt	96
Oc1cc(Cc2ccccc2)cnc1CN1CCOCC1
    -0.7	-2	-1.3	5	-6	18	nt	6	-5	95
CC(=O)Nc1ccc(S(=O)(=O)NCC(C)NS(=O)(=O)c2ccc(NC(C)=O)cc2)cc1 (centres undefined)
    2.8	-1	-1.2	4	-2	-4	2	6	7	95
O=C(NCCCl)Nc1cc([N+](=O)[O-])ccc1Cl
    -0.3	0	0.0	-2	-3	1	-9	0	-2	108
O=S(=O)(c1ccc(Cl)cc1)N1CCCN(c2nc3ccc(Cl)cc3s2)CC1
    -0.1	-2	-2.8	-3	-2	2	-3	14	2	nt

# Additional records:
SMILES,LANA DNA inh,V-ATPase pH,OPRM1-OPRD1 ag,RTF Ca sens inh,Keap1 Nrf2 FP,Arrestin-AP2 inh,Wnt bcat act,MOR-DOR inv ag,RTF Ca sens act,DSG3 Ab inh
CCC(OCC(O)CN1CCN(CCN2C(=O)c3cccc4cccc(c34)C2=O)CC1)c1ccccc1 (centres undefined),-1.2,2,4.6,8,0,54,nt,-25,4,138
COc1cccc(OC)c1C(=O)NC(=O)Nc1c(F)cc(F)cc1F,-1.2,1,nt,nt,-3,32,0,nt,nt,90
CC(=O)N1CCN(S(=O)(=O)c2ccc(Cl)cc2F)CC1,3.3,5,-3.5,-1,1,25,-4,16,-2,86
CN1C(C(=O)Nc2ccccn2)=C(O)c2sc(Cl)cc2S1(=O)=O,0.3,0,-0.4,6,-2,-2,2,2,0,nt
O=C(CN1C(=O)c2ccccc2C1=O)N1CCN(C2c3ccccc3-c3ccccc32)CC1,-0.3,-1,-0.6,-25,0,1,-9,4,-2,94
Cc1ccccc1OCC(=O)NC(=S)Nc1ccc2c3c(cccc13)CC2,0.8,-4,-2.2,9,5,26,-4,12,0,91
Cc1cc(OCC(=O)NCCN2CCOCC2)cc(C)c1Br,0.1,-4,-4.0,5,-1,-2,-1,22,-4,108
CCN(c1ccccc1)S(=O)(=O)c1ccc(F)c(C(=O)O)c1,1.2,-2,-1.4,-2,-3,-7,nt,7,-1,102
Cc1ccc(S(=O)(=O)N2CC3(C)CN(S(=O)(=O)c4ccc(C)cc4)CC(C)(C2)C3O)cc1 (centres undefined),-1.0,5,-1.3,-11,-4,4,nt,6,-1,92
COc1ccc(Cl)cc1NC(=O)C1CCCN(S(=O)(=O)c2cccc3nonc23)C1 (centres undefined),-0.3,-6,-2.7,-13,-2,4,nt,13,0,96
COc1cc(OC)cc(C(=O)NNC(=O)CCCOc2ccccc2)c1,1.9,0,0.3,-8,-1,3,0,-2,0,97
FC(F)(F)c1nnc2ccc(NCc3cccnc3)nn12,-1.1,-1,-3.6,-1,-4,-10,1,18,0,98
C=CCCCOc1ccc(C(=O)O)cc1,-0.3,4,-2.0,0,-4,-5,nt,11,6,95
NC(=O)C1CCN(C(=O)c2cccc(S(=O)(=O)N3CCCC3)c2)CC1,-0.6,-2,-2.0,0,-6,-8,1,11,2,103
Cc1ccc(Cl)cc1NC(=O)COC(=O)C1CCCC1,0.0,-3,-2.1,4,2,4,nt,12,0,114
Cn1c(SCC(=O)NC2CCCC2)nnc1-c1ccccn1,-0.4,-2,-2.5,-1,-1,60*,-1,10,-4,107
COc1ccc(N2CCN(CCNS(=O)(=O)c3cccc4nsnc34)CC2)cc1,0.1,2,-0.1,-5,-2,-3,nt,0,10,112
CCOC(=O)N(Cc1ccccc1)C(C(=O)O)C(C(=O)O)N(Cc1ccccc1)C(=O)OCC (centres undefined),0.7,0,-2.3,-5,-8,-3,0,10,1,105
CCC(CC)Nc1ccc(C(CC(N)=O)NC(=O)Cc2cccc3ccccc23)cc1[N+](=O)[O-] (centres undefined),0.1,3,-1.5,5,-3,26,12,8,-7,100
CCN(CC)S(=O)(=O)c1cccc(C(=O)OCC(=O)N2CC(=O)Nc3ccccc32)c1,1.0,1,-2.8,0,3,28,-2,18,-8,100
O=C(Nc1cccc(S(=O)(=O)C(F)F)c1)c1ccc(S(=O)(=O)N2CCCC2)cc1,0.1,-3,1.2,0,-5,-12,-3,-6,6,107
COc1ccc(-n2nc(C(=O)O)cc2-c2ccccc2)cc1,-2.7,1,-1.7,-10,-4,10,-1,9,-4,113
Cc1cc(C)c(C(N)=O)c(Nc2cccc(Cl)c2C)n1,-0.4,3,-2.6,-4,-5,3,-5,15,-7,117
CCOc1ccc(S(=O)(=O)N2CCOCC2)cc1NC(=O)c1ccc(N2CCCC2=O)cc1,0.2,2,-0.3,-11,-5,25,-4,2,-1,106
CC1=C(C(=O)NC2CCCc3c2cnn3-c2ccc(F)cc2F)OCCO1 (centres undefined),0.2,-3,-1.0,-10,2,22,-4,5,-2,95
C/C(CC(=O)NCCCN1CCOCC1)=N\NC(=O)COc1ccc(C)cc1,1.1,-1,-4.1,2,-2,1,-5,19,5,91
O=C(COc1ccc([N+](=O)[O-])cc1Cl)Nn1cnnc1,-0.8,1,-0.9,-2,-3,27,-1,5,1,88
O=C(c1ccc(F)cc1F)N1CCN(c2ncccn2)CC1,0.4,0,-0.5,5,-5,-2,-6,3,9,101
CCCn1c(SCC(=O)NCc2ccccc2Cl)n[nH]c1=O,0.7,2,-2.9,12,-2,-11,0,16,4,105
CC(=O)N(C)N(C)c1cc(C)nc(N)n1,1.6,0,-4.1,-9,2,12,1,20,-1,nt
